15-hLO-2 inh – 15-hLO-2 (ALOX15B) enzyme inhibition | O15296 | purified 15hLO-2, xylenol orange hydroperoxide absorbance | Potency, µM (top dose mostly 57.1 µM), inactives show at the highest dose activity change, negative = inhibition, most hits filed as inhibitors | 0.56% of 110,000 active | AID 881; also: potency is read from the fitted curve at half-maximal effect; nearly all actives have a fitted effect of over 60% in size; many of its hits are not listed in these tables
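Purified human 15hLO-2 (50 nM) preincubated 15 min with compound, then 45 uM arachidonic acid for 90 min at RT in 25 mM Hepes pH 7.5, 0.01% Triton X-100. Hydroperoxide detected by Fe-xylenol orange; 573/405 nm absorbance ratio.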
PNC inhibitor – blocks assembly of the perinucleolar compartment; PC3M PTB-GFP, PNC prevalence imaging, 16 h; hits give low values; activity change (PNC), negative = inhibition, % at 10 µM; 3.1% of 140,000 active;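 active = readout at or below -70, meaning at least 70% loss of cells showing the perinucleolar compartment, a nuclear body marking cancer cells; inconclusive = readout between -30 and a set limit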;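 also: plate controls were DMSO wells for no effect and camptothecin positive control wells for full effect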
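Compounds are pinned in duplicate onto adhered PC3M cells stably expressing GFP-tagged PTB and incubated 16 h at 37 C. Cells are then fixed, nuclei stained with Hoechst, and PNC-positive cells counted.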
IMPase cell inh – cell-permeable inhibitors of inositol monophosphatase (IMPase). P97697. CHO-M1 cells, IP1 accumulation, HTRF TR-FRET ratio. inhibition (IP1 accumulation), % at 46.1 µM. 120,000 tested, under 10 active. AID 901; active = well fitted curve in the direction sought with a large enough effect in the signal ratio, not every such curve was filed as active; inconclusive = small, poorly fitted or top-dose-only effect, or a change in a side signal; inactive = no such curve, though single readings can be large or run the other way; the % refers to the signal ratio;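 also: cells stimulated with carbachol in lithium chloride buffer; plate controls were DMSO basal wells for no effect and reference inhibitor wells for full effect; higher means more IMPase inhibition seen as more IP1 and lower FRET ratio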
Target sequence (P97697 whole entry, looked up): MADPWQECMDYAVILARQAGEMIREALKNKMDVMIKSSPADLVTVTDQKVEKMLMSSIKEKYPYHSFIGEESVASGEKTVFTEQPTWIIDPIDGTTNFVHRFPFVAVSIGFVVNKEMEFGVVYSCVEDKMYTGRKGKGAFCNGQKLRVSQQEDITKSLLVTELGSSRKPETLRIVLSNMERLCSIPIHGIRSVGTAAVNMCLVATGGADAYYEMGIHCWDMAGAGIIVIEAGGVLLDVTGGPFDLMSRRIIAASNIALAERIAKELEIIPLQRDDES
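Cellular IMPase inhibition is scored as a rise in cytosolic IP1, detected by competitive TR-FRET between d2-labelled IP1 and a europium anti-IP1 antibody. M1-expressing CHO cells were stimulated with carbachol for 30 min at 37C, with lithium (50 mM LiCl) present in the buffer.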
ALOX12 inhib – 12-hLO (ALOX12) enzyme inhibition; Potency, µM (doses to about 57.1 µM), without a hit: top-dose activity change, negative = inhibition, actives largely listed as inhibitors; 0.12% of 150,000 active; purified 12-hLO, xylenol orange hydroperoxide absorbance; P18054; also: potency is read from the fitted curve at half-maximal effect; nearly all actives have a fitted effect of over 55% in size; many of its hits are not listed in these tables
Target sequence (P18054 whole entry, looked up): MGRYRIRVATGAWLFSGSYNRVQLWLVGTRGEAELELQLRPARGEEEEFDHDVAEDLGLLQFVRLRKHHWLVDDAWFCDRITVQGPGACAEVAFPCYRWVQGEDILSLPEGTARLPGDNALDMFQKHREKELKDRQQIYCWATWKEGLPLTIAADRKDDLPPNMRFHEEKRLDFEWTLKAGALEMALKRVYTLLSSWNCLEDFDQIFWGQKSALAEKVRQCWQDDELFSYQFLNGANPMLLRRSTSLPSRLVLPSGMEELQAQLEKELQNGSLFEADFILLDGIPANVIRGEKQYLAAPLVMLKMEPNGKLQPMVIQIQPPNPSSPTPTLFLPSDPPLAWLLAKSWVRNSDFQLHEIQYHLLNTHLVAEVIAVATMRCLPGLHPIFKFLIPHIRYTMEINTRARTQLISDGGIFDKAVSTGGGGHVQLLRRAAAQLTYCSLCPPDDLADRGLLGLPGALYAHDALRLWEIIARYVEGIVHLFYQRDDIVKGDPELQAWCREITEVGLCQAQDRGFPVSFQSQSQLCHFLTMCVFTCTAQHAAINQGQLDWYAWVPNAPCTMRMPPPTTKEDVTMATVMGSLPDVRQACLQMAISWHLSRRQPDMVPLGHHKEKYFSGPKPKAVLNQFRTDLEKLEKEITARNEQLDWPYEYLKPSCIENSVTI
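Purified human 12hLO (150 nM), preincubated 15 min with compound, then 40 uM arachidonic acid for 30 min, room temperature, Hepes pH 7.0 with 0.01% Triton X-100. Hydroperoxide detected by ferrous iron/xylenol orange; 573/405 nm absorbance ratio gives reaction progress.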
* marks the source's active call; other numbers are inactive results; ? = inconclusive; . = no result given; [ ] = dose if it differs, or a comment. Unless noted, calls follow the shape of the dose curve; as a rule, active = well fitted curve in the direction sought with a large enough effect; inconclusive = small, poorly fitted or top-dose-only effect, or another doubt; inactive = no such curve, though single readings can be large; an effect the other way counts as inactive or inconclusive. Unless noted, % is scaled to controls: 0 for no effect and ±100 for the full control effect.

Under each structure – IMPase cell inh | PNC inhibitor | ALOX12 inhib | 15-hLO-2 inh
- COc1ccc(Cl)cc1CN1CCN(c2nc(C)cc(C)c2C#N)CC1
  8 | 28 | -4% | 18%
- O=Cc1ccc(OCc2ccccn2)cc1
  -4 | 82 | 6% | .
- O=c1c2c(-c3ccccc3)csc2ncn1/N=C/c1c2ccccc2cc2ccccc12
  4 | -23 | 2% | -12%
- Cc1cccc(NC(=O)CSC(N)=O)c1C
  7 | 12 | -6% | ?
- CCCc1c(O)nc(SCc2ccccc2)[nH]c1=O
  3 | 50 | 0% | 2%
- Cc1ccc(NC(=O)CCc2nnc(SCC(=O)Nc3ccccc3C)n2C)cc1Cl
  0 | 26 | -3% | -11%
- CC(=O)c1cc(F)c(N2CCN(C(=O)COc3ccc(F)cc3)CC2)cc1C
  1 | -100* | -1% | .
- O=C(COc1cccc2cccnc12)Nc1nccs1
  1 | ? | -3% | 6%
- COc1cccc(-c2cc(C(=O)NN3CCOCC3)c3ccccc3n2)c1
  . | -16 | -2% | .
- CCOC(=O)c1c(-c2ccccc2)csc1NC(=O)C(C)NCc1ccco1 (stereo not drawn)
  -2 | ? | 3% | .
- CC(=O)N1CCN=C1SCc1ccc(C)cc1
  -5 | -10 | 4% | -3%
- CCC(=O)N1CC2(C)CN(C(=O)CC)CC(C)(C1)C2
  0 | 13 | 1% | 0%
- Cn1c(=O)[nH]c(=O)c2c1nc(N1CCCCC1)n2CC(O)CN1CCCCC1 (stereo not drawn)
  -8 | 6 | -5% | 3%
- Cc1ccc(C)n1NC(=O)c1ccccc1
  6 | -14 | -2% | ?
- Cc1cc(C)c(C(=O)c2ccc(C(=O)N(C(C)C)C(C)C)cc2)c(C)c1
  24 | -29 | -17% | -3%
- CCN1C(=O)C2C(c3cccc(F)c3)NC(C)(C(=O)OC)C2C1=O (stereo not drawn)
  -3 | -10 | -5% | -3%
- Cn1c(/C=N/NC(=O)c2ccccc2Br)nc2ccccc21
  -1 | 38 | 3% | -2%
- CN1CCN(c2ccc(S(=O)(=O)N3CCCCC3)cc2NC(=O)c2ccc3ccccc3c2)CC1
  . | 29 | -3% | .
- Cc1ccc(C2CC(c3cccc(C)c3)n3nc(N)nc3N2)cc1 (stereo not drawn)
  7 | ? | -3% | .
- COc1cccc(/C=N\NC(=O)C2=NNC(=O)C2C)c1O (stereo not drawn)
  . | -8 | -1% | .

Single records (already shown). Values in the order: IMPase cell inh | PNC inhibitor | ALOX12 inhib | 15-hLO-2 inh
Shown for COc1ccc(Cl)cc1CN1CCN(c2nc(C)cc(C)c2C#N)CC1 = 8 | 28 | -4% | 18%
Shown for CCC(=O)N1CC2(C)CN(C(=O)CC)CC(C)(C1)C2 = 0 | 13 | 1% | 0%

Next part.
Under each structure – IMPase cell inh | PNC inhibitor | ALOX12 inhib | 15-hLO-2 inh
- c1ccc(C[n+]2cccc(-c3ccccc3)c2)cc1
  . | ? | 6% | .
- O=C(CCc1c[nH]c2ccccc12)NCC1CCCO1 (stereo not drawn)
  4 | ? | -2% | -5%
- CCN(CC)S(=O)(=O)N1CCC(C(=O)NC(C)CCc2ccccc2)CC1 (stereo not drawn)
  -2 | 22 | -2% | -3%
- Cc1ccccc1-c1nc(Cc2ccc(Cl)cc2)no1
  10 | ? | -6% | -3%
- O=S(=O)(c1ccc(Cl)s1)N1CCN(c2ncccn2)CC1
  15 | -26 | -1% | -2%
- Cn1c(N)c(C(=O)COC(=O)C2(c3ccc(F)cc3)CCCC2)c(=O)n(C)c1=O
  0 | 0 | 3% | 0%
- Cc1ccc(-c2nn3c(C)nnc3c3ccccc23)cc1S(=O)(=O)NCc1ccco1
  17 | -9 | -11% | 5%
- CN(c1ccc(C(=O)NCc2ccccc2)cc1)S(C)(=O)=O
  6 | 40 | -5% | 6%
- O=C(O)CC[P+](c1ccccc1)(c1ccccc1)c1ccccc1
  . | . | 7%[11.4 µM] | 3%[11.4 µM]
- Cc1ccnc(N2C(=O)C3C4CC(C(Br)C4Br)C3C2=O)c1 (stereo not drawn)
  4 | -3 | 0% | -7%
- COc1ccc(C(=O)N/C(N)=N/c2nc3ccccc3o2)cc1
  1 | 24 | -1% | -7%
- CCN(CC)c1ncnc2c1ncn2Cc1c(Cl)cccc1Cl
  7 | 78 | -4% | .
- CC1(C)CC2CC(C)(CN2c2ncnc3ccccc23)C1 (stereo not drawn)
  1 | 22 | -1% | 14%
- Cc1nn(-c2ccccc2)c2sc(C(=O)N3CCc4ccccc4C3)cc12
  6 | -9 | -12% | -1%
- CCOC(=O)C1C(=O)NC(N2CCN(c3ccccc3)CC2)=NC1c1ccccc1 (stereo not drawn)
  -7 | -26 | -2% | -2%
- O=C(Nc1cccc(Cl)c1)c1cc(S(=O)(=O)NCCc2ccc(Cl)cc2)ccc1F
  12 | -5 | -7% | .
- CSc1nsc(SCC(=O)Nc2ccccn2)n1
  -1[1.84 µM] | ? | -3% | -1%[11.4 µM]
- CCOC(=O)c1c(C)nc2c(c1-c1ccccc1)C(=O)CCC2
  1 | 92 | 7% | .
- CCc1nnc(N/N=C/c2cccs2)n1N
  . | 48 | -2% | .
- COc1ccc2c(COC(=O)c3n[nH]c4ccccc34)cc(=O)oc2c1
  9 | ? | 6% | -16%

Under each structure – IMPase cell inh | PNC inhibitor | ALOX12 inhib | 15-hLO-2 inh
- Cc1ccc(C)n1-c1ccncc1
  9 | 9 | -7% | 2%
- COc1ccc(Cn2cc(C(=O)c3ccccc3)c(=O)c3cc(OC)ccc32)cc1
  . | 37 | -7% | .
- O=c1oc2ccccc2c2c1nc(C(F)(F)F)n2-c1ccccc1
  4 | ? | 11% | -4%
- CCn1c(CNC(=O)COc2ccc(C(C)C)cc2)nnc1SCC(=O)Nc1ccccc1C(C)C
  -7 | 63 | 4% | 34%[activator]
- CCOC(=O)CSc1nnc(CNC(=O)c2cccc(C)c2)n1-c1ccccc1OC
  0 | 47 | 0% | 8%
- O=C1C(O)=C(O)C(=O)C(O)=C1O
  1[20.6 µM] | . | ? | -5%
- CCOC(=O)C1CCCN(C(=O)Cn2sc3nc(C)cc(C)c3c2=O)C1 (stereo not drawn)
  13 | ? | -8% | -19%
- COc1ccc(OC)c(NC(=O)CSc2nnc(-c3ccco3)n2-c2ccccc2)c1
  4 | -18 | -9% | -10%
- Cc1nc2sc(C(c3ccccc3)N3CC(C)OC(C)C3)c(O)n2n1 (stereo not drawn)
  -13 | -6 | 3% | 4%
- O=C(c1cnn2c(C(F)(F)F)cc(-c3ccco3)nc12)N1CCc2ccccc2C1
  -1 | ? | -3% | -10%
- O=[N+]([O-])c1cc2c(cc1/C=N\NS(=O)(=O)c1ccccc1)OCO2
  3 | -3 | 6% | -7%
- Clc1ccc(Oc2cnns2)c(Cl)c1
  8 | 20 | -6% | 5%
- Cc1cc(=S)n(-c2ccccc2)n1C
  4 | 3 | 6% | 2%
- O=C(CNC(=O)c1cnccn1)Nc1ccc(F)c(F)c1F
  0 | 7 | -1% | -10%
- Cc1ccc(-c2csc3ncn(/N=C/N(C)C)c(=O)c23)o1
  -6 | -13 | -2% | -1%
- COC(=O)c1nn(-c2cccc(C(F)(F)F)c2)c(=O)cc1Sc1ccccn1
  3 | 25 | -7% | -2%
- Cc1ccc(S(=O)(=O)N2CCN(C(=O)CCC(=O)NC3CCCc4ccccc43)CC2)cc1 (stereo not drawn)
  -6 | ? | -4% | 4%
- C=CCn1c(N2C(=O)CC(Cc3ccccc3)C2=O)nc2ccccc21 (stereo not drawn)
  1 | ? | -4% | 38%[activator]
- CN(C)S(=O)(=O)c1ccc(NC(=O)N2CCN(c3ccccc3)CC2)cc1
  -6 | ? | -3% | -7%
- CCOC(=O)CSc1nnc(Cn2c(=O)sc3ccccc32)n1C
  3 | -3 | -4% | .

Under each structure – IMPase cell inh | PNC inhibitor | ALOX12 inhib | 15-hLO-2 inh
- Cc1cccc(CSc2nc3sc(C)c(C)c3c(=O)n2Cc2ccco2)c1
  5 | ? | -1% | -5%
- O=C(c1ccc2c(c1)OCO2)N1CCCc2ccccc21
  7 | 27 | -8% | -6%
- COc1ccc(C(CC(=O)O)NC(=O)COc2ccc(C)cc2)cc1OC (stereo not drawn)
  . | 17 | -1% | .
- CC(C)(C)c1ccc(/C=N/NC(=O)Cc2c[nH]c3ccccc23)cc1
  4 | -23 | -6% | 8%
- CCN(CC)S(=O)(=O)c1cc(NC(=O)C(=O)c2c(-c3ccccc3)cc3ccccn23)ccc1C
  2 | ? | -8% | -11%
- COc1cccc(NC(=O)Cn2c(=O)n(CC3CCCO3)c(=O)c3ccccc32)c1 (stereo not drawn)
  -2 | -16 | 2% | -6%
- C=C1C(=O)OC2C1CC/C(C)=C/CCC1(C)OC21 (stereo not drawn)
  . | . | 5% | -3%
- COc1ccc(C(N)=S)cc1
  -3 | 0 | -1% | .
- Cc1ccc(N/N=C/c2cccnc2)cc1
  . | -3 | -12% | .
- COc1ccccc1-c1cc(C(F)(F)F)nc(NCc2cccs2)n1
  . | 24 | -3% | .
- CCCCOc1ccc(/C=N/NC(=S)Nc2cccc(C)c2C)cc1
  5 | ? | -22% | -19%
- O=C(Nc1ccc(Cl)c(Cl)c1)c1csc(-c2ccccc2)n1
  12 | ? | 1% | -2%
- CCc1oc(C(=O)O)cc1COC
  -4 | 27 | -3% | 2%
- O=C(c1cccc(C(F)(F)F)c1)N1CCC(O)(CS(=O)(=O)Cc2ccc(Cl)cc2)CC1
  -5 | 10 | 5% | 1%
- CNc1nc(C)c(C(C)=O)cc1C#N
  0 | -20 | 1% | 2%
- O=S(=O)(NCC(Nc1ccc(Cl)cc1)c1ccccc1)c1ccc(Cl)cc1 (stereo not drawn)
  . | ? | -10% | .
- CC(=O)Nc1ccc(S(=O)(=O)N2CCN(C(=O)N3CCCCCC3)CC2)cc1
  4 | 61 | 0% | 2%
- Cc1cc(NC(=O)COC(=O)[C@H](C)NC(=O)c2ccccc2)no1
  1 | 47 | -3% | -7%
- COC(=O)CCc1c(C)nc(N)[nH]c1=O
  -1 | -112* | 8% | -1%
- Cc1cccc(C)c1NC(=O)CN1C(=O)S/C(=C\c2cccn2-c2cccc(C(=O)O)c2)C1=O
  -12 | 36 | -8% | ?

Under each structure – IMPase cell inh | PNC inhibitor | ALOX12 inhib | 15-hLO-2 inh
- O=C(CSCc1ccc(Cl)cc1)Nc1ccc(S(=O)(=O)N2CCCCCC2)cc1
  1 | ? | -2% | .
- Cc1nn(C)c(C)c1CN(C)C(=O)C1(C)CC1(Br)Br (stereo not drawn)
  . | -15 | -1% | .
- Nc1n[nH]c(N)c1N=Nc1cccc(F)c1
  . | 32 | -5% | .
- C/C(=N\O)C(=O)NCc1ccccn1
  5 | ? | 4% | 4%
- Cc1cc(=O)[nH]c(SCCCOc2ccccc2Cl)n1
  2 | 5 | -3% | 2%
- C=C(Cl)COc1ccc2c(C)cc(=O)oc2c1
  -3 | 47 | 5% | .
- CCc1ccc(-c2ccc(C(=O)C(F)(F)F)[nH]2)cc1
  -3 | ? | 3% | -4%
- Clc1ccc(Cc2noc(-c3cccs3)n2)cc1
  -4 | -5 | -6% | -13%
- Cc1noc(C)c1C(=O)N1CCC2(CCCN(C(=O)Nc3ccccc3)C2)CC1
  . | . | 6% | -1%
- CC(=O)Nc1nonc1NC(=O)c1ccc(F)cc1
  -9 | 9 | -1% | 9%
- Cn1c(NC(=O)c2cc(Cl)ccc2Cl)cc(=O)n(C)c1=O
  0 | -3 | 6% | -1%
- CCOC(=O)c1ccc(NC(=O)c2c(C)[nH]c(C(=O)OCC)c2C)cc1
  2 | 39 | -5% | 1%
- COC(=O)[C@H]1CC=C[C@H]2CCN(Cc3ccc(Cl)c(Cl)c3)C(=O)[C@@H]12
  . | . | -9%[0.00818 µM] | -14%[0.0915 µM]

Compound activity as filed in PubChem.

An excerpt, so the mix of outcomes need not match the whole.
